Bioassay records as filed in PubChem BioAssay.
KCNH2 WT inh = KCNH2 (human, wildtype) channel inhibition; U2OS, BacMam KCNH2, thallium flux FluxOr; hits give low values; AID 720551; hit rate 0.37% among 340,000; Q12809; activity change, % at 1.84 µM;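 active = maximum activity change below -70%; inconclusive = maximum activity change between -70% and -50%; inactive = maximum activity change above -50%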; note: % is set by controls: 0 for no effect and ±100 for the full control effect
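U2OS cells transduced with wild-type KCNH2 virus are loaded with FluxOr dye for 45 min, and thallium flux is measured in kinetic reads before and after stimulation buffer. Rate constants are normalized to DMSO controls.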
TCR activator = activators of T cell receptors; Potency, µM (highest dose often 9.22 µM), inactives show top-dose activation of IL-2 secretion, most hits filed as activators; 330,000 tested, under 10 active; primary human leukocytes, anti-CD3, IL-2 HTRF, 48 h; note: % of control where 0% means no effect
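Primary human leukocytes receive a-CD3 beads and test compound and are incubated 48 hr. Secreted IL-2 is then assayed by HTRF, measuring 665nm acceptor emission after 320nm excitation of the europium donor.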
Eya2 inh = inhibitors of human Eya2 phosphatase activity. hit rate 0.006% among 330,000. AID 488837. recombinant Eya2, OMFP fluorescence dephosphorylation (OMFP is methylfluorescein phosphate). Potency, µM (titrated, usually from 76.9 µM), for the others: top-dose activity, negative = inhibition, actives largely listed as inhibitors; note: potency is the fitted concentration of half-maximal effect; % is set by controls: 0 for no effect and ±100 for the full control effect
Target sequence (O00167 whole entry, looked up): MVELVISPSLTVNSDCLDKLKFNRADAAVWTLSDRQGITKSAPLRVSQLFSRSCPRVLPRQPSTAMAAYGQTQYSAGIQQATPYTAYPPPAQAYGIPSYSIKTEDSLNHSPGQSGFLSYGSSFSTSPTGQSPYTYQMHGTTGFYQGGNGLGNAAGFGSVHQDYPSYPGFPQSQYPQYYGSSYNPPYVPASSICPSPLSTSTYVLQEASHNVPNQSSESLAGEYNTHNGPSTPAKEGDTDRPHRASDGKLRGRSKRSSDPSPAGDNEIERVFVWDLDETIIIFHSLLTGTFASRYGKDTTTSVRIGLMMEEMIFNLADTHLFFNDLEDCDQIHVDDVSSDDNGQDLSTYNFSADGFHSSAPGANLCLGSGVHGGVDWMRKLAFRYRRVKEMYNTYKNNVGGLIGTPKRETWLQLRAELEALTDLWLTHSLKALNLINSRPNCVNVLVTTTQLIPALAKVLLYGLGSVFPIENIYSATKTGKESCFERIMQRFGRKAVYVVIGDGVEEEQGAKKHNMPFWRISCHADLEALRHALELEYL
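Eya2 (0.2 uM) preincubated 10 min at ambient with compound, then OMFP substrate added at 50 uM; 10 min reaction in 50 mM HEPES pH 7.5, 50 mM NaCl, 5 uM MgCl2, 0.05% BSA, 1 mM DTT. Fluorescence read at Ex 485/Em 525 nm.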
Mito fusion act = blocks mitochondrial division or promotes mitochondrial fusion. Potency, µM (titrated, usually from 46.1 µM), for the others: at the top dose growth rescue (activation), hits mostly activators. hit rate 0.23% among 320,000. S. cerevisiae fusion-defective mutant growth rescue, CellTiterGlo 48 h;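 note: potency is the fitted concentration of half-maximal effect; % of control where 0% means no effect; nearly all actives have a fitted effect of over 45% in size; temperature-sensitive fusion mutants such as fzo1-1 at 37 °C on non-fermentable ethanol glycerol medium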
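Read-out: ATP-based luminescence (CellTiterGlo, 10 min ambient) reporting growth of fusion-defective ts yeast after 48 hours at 37C on glycerol/ethanol YPEG medium in the presence of compound.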
ELG1 repair inh = blocks ELG1-dependent DNA repair in HEK293T cells; hit rate 2.3% among 330,000; AID 504467; Potency, µM (series often up to 46.1 µM), without a hit: top-dose activity change, negative = inhibition, actives largely listed as inhibitors; HEK293T ELG1-luciferase reporter, luminescence, 16 h; DNA damage induced by 5-fluorouridine; note: potency is the fitted concentration of half-maximal effect; % is set by controls: 0 for no effect and ±100 for the full control effect; nearly all actives have a fitted effect of over 55% in size
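Cells (2,000 per well) received 5-fluorouridine plus test compound or DMSO and were incubated 16 hr at 37 °C, 5% CO2. Luciferase activity was read by luminescence 30 min after ONE-Glo addition; signal suppression marked inhibition of damage-induced ELG1 function.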
KCNH2 3.1 inh = blocks the human KCNH2 3.1 channel isoform. U2OS KCNH2 3.1, thallium flux FluxOr; hits give low values. activity change, % (tested at about 1.8 µM). hit rate 0.95% among 340,000. AID 720553;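 active = maximum activity change below -70%; inconclusive = maximum activity change from -70% to -50%; inactive = maximum activity change above -50%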;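 note: thallium influx rate constant from kinetic fluorescence after stimulation buffer; % is set by controls: 0 for no effect and ±100 for the full control effect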
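Thallium flux via FluxOr fluorescence (Red40 quencher, 45 min loading) in U2OS cells virally expressing the KCNH2 3.1 isoform (1.77 x 10^8 /mL virus, overnight at 37 C). Rate constants from 2-min kinetic reads post-stimulation, normalised to positive and negative controls.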
USP2a block = USP2a (human) protease inhibition. O75604. USP2 core, Ub-CHOP2 coupled fluorogenic reporter, 485/531. Potency, µM (doses to about 38.3 µM), for the others: top-dose activity change, negative = inhibition, usual class: inhibitors. hit rate 0.01% among 330,000;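 note: potency is the fitted concentration of half-maximal effect; plate controls were DMSO wells for no effect and full inhibition by NEM control for full effect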
Target sequence (O75604 whole entry, looked up): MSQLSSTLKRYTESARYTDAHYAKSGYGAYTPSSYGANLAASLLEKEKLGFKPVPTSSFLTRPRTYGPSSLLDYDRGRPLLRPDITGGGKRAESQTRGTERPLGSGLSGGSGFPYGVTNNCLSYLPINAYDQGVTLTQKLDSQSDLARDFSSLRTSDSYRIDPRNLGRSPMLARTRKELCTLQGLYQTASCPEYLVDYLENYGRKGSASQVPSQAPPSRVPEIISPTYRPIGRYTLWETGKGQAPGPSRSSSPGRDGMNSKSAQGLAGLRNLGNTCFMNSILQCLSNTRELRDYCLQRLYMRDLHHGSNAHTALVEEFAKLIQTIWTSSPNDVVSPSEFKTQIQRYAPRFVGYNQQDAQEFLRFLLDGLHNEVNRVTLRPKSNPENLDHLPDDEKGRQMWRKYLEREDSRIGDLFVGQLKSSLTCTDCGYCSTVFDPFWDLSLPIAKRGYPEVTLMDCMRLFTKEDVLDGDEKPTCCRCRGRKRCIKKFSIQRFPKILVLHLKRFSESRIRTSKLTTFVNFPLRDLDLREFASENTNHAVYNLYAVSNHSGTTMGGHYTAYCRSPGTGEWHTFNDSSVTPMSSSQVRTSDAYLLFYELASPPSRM
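Deubiquitinase activity read as fluorescence (485/531 nm) after Ub-CHOP2 cleavage activates the enterokinase reporter on its substrate; USP2 core 10nM, Ub-CHOP2 and substrate 25nM each, 30min compound preincubation then 60min RT; data normalized to NEM, curves fitted.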
TRPV1 ag = agonists of human vanilloid receptor 1 (TRPV1); Q8NER1; TRPV1-expressing cells, Fluo-8 calcium influx, agonist mode; activation, % at 8.33 µM; hit rate 0.19% among 320,000; in the data active = activation above about 80%; inconclusive = between about 30% and that limit; note: 0% is about no effect
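Fluo-8 calcium influx in TRPV1-expressing cells, kinetic read (ex 480/em 520 nm). Compound added and read 3 min for agonist activity, followed by capsaicin at EC20 final and 2 min further read for enhancement.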
A-T KAP1 phos = potential ataxia-telangiectasia treatments restoring KAP-1 phosphorylation. […] A-T fibroblasts, KAP-1 phosphorylation AlphaLISA; neocarzinostatin DNA damage 30 min before lysis. Potency, µM (highest dose often 57.5 µM), without a hit: at the highest dose activation, most hits filed as activators. hit rate 0.19% among 320,000; note: potency is the fitted concentration of half-maximal effect; % of control where 0% means no effect; nearly all actives have a fitted effect of over 45% in size
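ATM-like activity read as KAP-1 phosphorylation via AlphaLISA donor/acceptor antibody pairs after lysis and 6 hr at 25C. Cells were ATM-null patient fibroblasts ([…], hTERT), dosed 60 min, then exposed to the DSB inducer NCS for 30 min.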
TSHR antagonist = human thyrotropin receptor antagonism; P16473; TSHR-expressing cells, TSH-stimulated cAMP HTRF, 2 h; hits give low values; activity change, negative = inhibition, % at 11.5 µM; hit rate 0.2% among 330,000;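 active = activity change below a set negative limit, meaning inhibition stronger than a set level, cut at about -70% in these data; inconclusive = activity change between two set negative limits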; note: % is set by controls: 0 for no effect and ±100 for the full control effect
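TSHR-expressing cells were treated with compounds, then stimulated with TSH at EC80 (4nM final) for 2 hours at 37 deg C. Cellular cAMP was measured by HTRF competition between lysate cAMP and cAMP-d2 for a cryptate-labelled anti-cAMP antibody.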
* = called active by the depositor; ? = inconclusive; . = not tested or not shown; & = joins results of further samples; [ ] = remark or other dose. Unless noted, calls come from the whole dose curve; as a rule, active = well fitted curve in the direction sought with a large enough effect; inconclusive = small, poorly fitted or top-dose-only effect, or another doubt; inactive = no such curve, though single readings can be large; an effect the other way counts as inactive or inconclusive. The list is partial (hit frequency here may not be typical).

Order of results: KCNH2 WT inh | TCR activator | Eya2 inh | Mito fusion act | ELG1 repair inh | KCNH2 3.1 inh | USP2a block | TRPV1 ag | A-T KAP1 phos | TSHR antagonist
COCCCNC(=O)Cn1cnc2sc(C)c(S(=O)(=O)N3CCN(c4ccccc4OC)CC3)c2c1=O
    3.5 | 12.3% | -1.5% | -4.6% | -0.7% | 17.8 | 1.7% | 1.9 | 4.3% | -5.9
CN=C(Nc1cccnc1)c1ccccc1
    20.4 | 15.3% | -8.5% | -6.1% | 16.9% | -6.5 | -0.5% | -1.9 | 23.3% | 0.3
CCN(C(=O)C1CCN(c2nc(-c3ccc(OC)cc3)no2)CC1)c1ccc(OC)cc1
    -0.4 | 3.0% | -2.2% | 4.7% | 2.7% | 20.0 | -0.5% | 26.1 | 6.9% | -32.2
CCN(CC)CCCCCCCCOC(=O)c1cc(OC)c(OC)c(OC)c1
    13.8 | 1.6% | -4.5%&2.0% | -6.9%&-15.1% | ? | 1.1 | 0.5% | 0.2 | -4.1% | -7.0&2.0
COc1ccc(Nc2nc(N3CCOCC3)nc(N3CCOCC3)n2)cc1
    -1.2 | -6.9% | -14.6% | -6.9% | ? | 36.1 | 2.3% | 2.0 | -2.6% | 31.6
CCc1nnc(NC(=O)c2ccc(S(=O)(=O)N3CCCc4ccccc43)cc2)o1
    4.3 | -16.0% | -20.1% | 0.9% | ? | -4.4 | -3.8% | -0.5 | 4.9% | 7.4
O=C(O)C1CCCCC1C(=O)Nc1ccc(F)cc1F (centres undefined)
    3.1 | -0.4% | 2.3% | 0.8% | 14.4% | -4.5 | 2.7% | -3.3 | 6.7% | -0.2
COc1ccc(NC(=O)c2cc(C(C)C)on2)c(OC)c1
    16.9 | 0.4% | -18.3% | -12.3% | ? | 0.0 | -1.7% | -2.9 | 25.8% | -0.2
CCOC(=O)c1[nH]ncc1CN1CCC(Cc2cccc(OC)c2)(C(=O)OCC)CC1
    -6.8 | 3.6% | 1.9% | 2.0% | 0.0% | -6.3 | 8.1% | 1.1 | 23.1% | -9.5
Cc1ccc(C(CNS(=O)(=O)c2ccccc2)N2CCN(C)CC2)cc1 (centres undefined)
    18.3 | 4.0% | -15.7% | -7.7% | 6.0% | ? | -0.4% | 2.9 | -0.7% | 18.5
c1cc(SSc2ccncc2)ccn1
    0.2 | 4.1% | -1.6% | -30.7% | 2.6% | -0.2 | 8.7% | -5.3 | 27.3% | 2.5
CCn1c(C)cc(/C=C2\NC(=O)N(Cc3ccc(Cl)cc3)C2=O)c1C
    -15.6 | -3.8% | 12.0% | 0.5% | 5.5% | -1.4 | 2.1% | -4.3 | -7.5% | 6.2
CC1CCCC(C)N1C(=O)CCN1C(=O)C2C3C=CC(C3)C2C1=O (centres undefined)
    -18.0 | -4.2% | 4.2% | -2.5% | 2.9% | 12.6 | 1.2% | -0.5 | -4.9% | 19.2
COc1ccc(S(=O)(=O)N2CCC(C(=O)N[C@@H](C)C(=O)NC3CCCC3)CC2)cc1
    2.4 | 9.4% | -0.2% | 1.1% | 17.4% | 11.8 | 4.4% | -2.5 | -5.3% | 10.6
Cc1c(C(=O)N2CCN(CCc3ccccn3)CC2)oc2ccc(F)cc12
    28.9 | 6.0% | 4.2% | 18.3% | 0.6% | -22.0 | -9.4% | -5.5 | 8.4% | -21.5
COC(=O)COc1ccc(S(=O)(=O)N2CCCCCC2)cc1C
    15.2 | 0.7% | 0.4% | 3.6% | -0.7% | -27.9 | -1.0% | -4.8 | -0.9% | -30.2
Cc1ccc(NC(=O)CCNCc2ccco2)cc1S(=O)(=O)N(C)C
    -22.8 | 0.6% | -8.0% | 1.8% | 6.5% | 23.0 | -1.3% | 2.9 | 8.3% | -2.2
CCOc1ccc2ccccc2c1C(=O)Nc1cc(=O)n(C)c(=O)n1C
    -9.3 | 2.5%[46.1 µM] | -7.3% | -2.0% | 12.2% | 12.7 | -1.5% | 2.6 | -4.6% | -1.9
O=C(NCC1CCCO1)c1cc(-c2ccccc2)on1 (centres undefined)
    -0.4 | -1.1% | 0.4% | -1.9% | ? | -7.4 | 2.4% | 13.7 | 12.0% | -12.6
C=CCOc1ccc(C(=O)Nc2ccc(OCC)cc2)cc1
    9.3 | 6.4% | -15.4% | -0.6% | 28.0% | . | -0.7% | 22.7 | 2.0% | 0.5
CC1CCN(C(=O)Cn2nc(C(F)(F)F)c3c2CCCC3)CC1
    -4.9 | -1.0% | -10.2% | 6.5% | 11.1% | 14.7 | 1.8% | 13.8 | 2.3% | -2.5
COc1ccc(/C=C/C(=O)c2ccc(O)cc2)cc1COc1ccc(F)cc1
    4.7 | -4.7% | 3.9% | -0.7% | ? | 0.5 | -7.2% | ? | 16.3% | -10.9
CCN(CC)C(=S)SCC(=O)c1ccc(Br)cc1
    -15.1 | -3.7% | -7.5% | 11.2µM* | ? | 8.1 | -7.0% | 15.9 | 28.3% | 7.1
O=c1[nH]c(N2CCOCC2)nc2ncn(Cc3ccccc3)c12
    -19.3 | 2.0% | -4.4% | 4.7% | 3.0% | 4.1 | 1.1% | 0.8 | -5.7% | 10.9
CC[C@H](C)Cc1cn([C@@H](CCCN=C(N)N)C(=O)NCCCCCCCCCCC(=O)N2CCNCC2)nn1
    -9.9 | -0.5% | -13.3% | 7.3% | 14.6% | -2.3 | 3.2% | 5.2 | 0.7% | 7.0
COc1ccc(OC)c(C2C(C(=O)c3cccs3)=C(O)C(=O)N2c2cc(C)on2)c1 (centres undefined)
    3.0 | 0.2% | 9.4% | -7.8% | -2.1% | -8.3 | -2.9% | -2.1 | -11.8% | 31.1
COc1ccc(NC(=O)CCC(=O)c2cc(C)sc2C)cc1
    -0.1 | 4.7% | -2.0% | -1.9% | 5.1% | -8.6 | 0.2% | ? | -6.9% | .
O=C(OCc1cccc([N+](=O)[O-])c1)c1ccncc1
    -2.4 | 1.2% | -3.4% | -4.2% | 12.1% | 20.5 | -0.1% | 1.0 | -3.1% | -2.5
O=C(CSc1nnc(CNC(=O)c2ccco2)o1)Nc1ccc(Cl)cc1
    -11.8 | -0.2% | 9.3% | -11.0% | -2.1% | 11.5 | -0.2% | 0.6 | 9.2% | -8.2
Cc1cccc(N2CCN(C(=O)COCc3cc(-c4ccc5c(c4)OCO5)on3)CC2)c1C
    10.5 | -17.2% | -2.4% | ? | -1.3% | -22.4 | 2.1% | 19.9 | -0.2% | -8.9
Cc1ccc(OCC(=O)Nc2ccc(S(=O)(=O)N(C)C3CCN(C)CC3)cc2)c(C)c1
    34.8 | -9.9% | -17.1% | -3.6% | 3.9% | 7.7 | 0.5% | 7.0 | -3.2% | 19.5
CC(C)(C)OC(=O)N1CCC(NC(=O)c2[nH]cnc2C(=O)Nc2ccc(Cl)cc2)CC1
    4.2 | -2.1% | 10.0% | -34.6%[inhibitor] | ? | 2.4 | 0.5% | 1.8 | 3.9% | 27.0
CCN1CCN(Cc2c(OC)ccc3ccccc23)CC1
    -1.5 | . | -1.2% | 2.0% | -10.0% | -10.0 | -0.4% | -2.6 | 4.9% | -2.7
C/C(=N\NC(=O)c1nnn(-c2nonc2N)c1CN1CCC(C)CC1)c1cccc(Br)c1
    13.8 | -1.4% | -1.8% | 0.8% | 2.5% | -23.7 | 2.9% | 8.2 | -2.3% | -0.2
CCC(=O)NC(c1ccccc1)c1c(OC(C)=O)ccc2ccccc12 (centres undefined)
    -6.5 | 4.4% | -19.5% | 8.4% | 12.4% | 5.6 | 2.7% | 22.4 | 0.1% | -7.4
COc1ccc(C(=O)CC(=O)Nc2ccc([N+](=O)[O-])cc2)cc1
    ? | -7.2% | -8.9% | -4.4% | ? | -28.6 | -0.4% | 1.9 | -3.3% | -0.9

Nothing new here: entries from further up.
Order of results: KCNH2 WT inh | TCR activator | Eya2 inh | Mito fusion act | ELG1 repair inh | KCNH2 3.1 inh | USP2a block | TRPV1 ag | A-T KAP1 phos | TSHR antagonist
CC(C)(C)OC(=O)N1CCC(NC(=O)c2[nH]cnc2C(=O)Nc2ccc(Cl)cc2)CC1
    4.2 | -2.1% | 10.0% | -34.6%[inhibitor] | ? | 2.4 | 0.5% | 1.8 | 3.9% | 27.0
CCN1CCN(Cc2c(OC)ccc3ccccc23)CC1
    -1.5 | . | -1.2% | 2.0% | -10.0% | -10.0 | -0.4% | -2.6 | 4.9% | -2.7
C/C(=N\NC(=O)c1nnn(-c2nonc2N)c1CN1CCC(C)CC1)c1cccc(Br)c1
    13.8 | -1.4% | -1.8% | 0.8% | 2.5% | -23.7 | 2.9% | 8.2 | -2.3% | -0.2
CCC(=O)NC(c1ccccc1)c1c(OC(C)=O)ccc2ccccc12 (centres undefined)
    -6.5 | 4.4% | -19.5% | 8.4% | 12.4% | 5.6 | 2.7% | 22.4 | 0.1% | -7.4
COc1ccc(C(=O)CC(=O)Nc2ccc([N+](=O)[O-])cc2)cc1
    ? | -7.2% | -8.9% | -4.4% | ? | -28.6 | -0.4% | 1.9 | -3.3% | -0.9
